SUMO Mot1 rescue: blocks SUMOylation pathway, rescuing yeast Mot1-301 growth. S. cerevisiae Mot1-301 growth rescue, ATP luminescence, 38.5C; percent above DMSO median, 100 means doubled. growth rescue, % at 18.8 µM. actives 1% (n = 320,000);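 active means every valid replicate shows activation above 250% relative to neutral control wells; inactive means the rest, any valid replicate at or below 250%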;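 further: OY570 slx delta 5 strain wells were the positive control but not used for scaling; some compounds called inactive have numbers as strong as hits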
E coli growth: bacterial growth inhibition, counter-screen for AddAB inhibitors; AID 449728; E. coli V3065 growth, OD600 absorbance, 18 h; inhibition, % at 11.9 µM; actives 0.27% (n = 330,000);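 active means inhibition above the campaign's mean inhibition across all tested compounds plus 3 SD, cut at about 9.9% in these data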;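 further: uninfected addAB+ strain grown without phage in ampicillin broth; 0% = DMSO wells and 100% = ciprofloxacin 0.95 µg/ml wells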
PKA-R2B act: PKA-R2B complex activation. P22694+P31323. PKA-R2B holoenzyme dissociation, Cy5-IP20 fluorescence polarization; R2B truncated from residue 108, S112A mutant; 0% DMSO only, 100% 113 µM cGMP. activation, % at 11.4 µM. actives 0.079% (n = 340,000);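 active means activation above a cutoff set at the mean over all compounds plus 3 SD, cut at about 18% in these data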;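 further: higher means more holoenzyme dissociation and a rise in polarization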
HTR5A ag: HTR5A agonism, opioid heterodimer counter-screen; P47898; HTR5A agonist assay, luminescence, cell-based; activation, % at 9.3 µM; actives 0.61% (n = 340,000); in the data active means activation mostly above about 9.5%, no sharp cut-off; inactive means mostly below about 7.6%;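 further: 0% = cells with vehicle only and 100% = reference agonist; strong numbers were not always called active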
Target sequence (P47898 whole entry, looked up): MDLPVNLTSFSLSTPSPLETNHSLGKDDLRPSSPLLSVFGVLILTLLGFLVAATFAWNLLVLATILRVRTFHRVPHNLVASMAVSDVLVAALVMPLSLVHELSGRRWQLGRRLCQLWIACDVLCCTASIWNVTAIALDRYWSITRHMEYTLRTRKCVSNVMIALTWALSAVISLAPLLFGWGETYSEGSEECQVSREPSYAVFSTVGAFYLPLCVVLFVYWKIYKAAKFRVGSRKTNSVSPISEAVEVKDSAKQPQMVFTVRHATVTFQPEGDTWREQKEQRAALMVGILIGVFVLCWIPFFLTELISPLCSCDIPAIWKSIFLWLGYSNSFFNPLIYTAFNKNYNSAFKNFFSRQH
DAGLB inh: diacylglycerol lipase beta (human) inhibition | AID 504411 | HEK293T DAGLB membrane lysate, EnzChek fluorogenic substrate | inhibition, % at 5.17 µM | actives 0.059% (n = 340,000); in the data active means inhibition above about 34%;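 further: 0% = enzyme with vehicle and 100% = wells lacking enzyme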
CDK5 p35 inh: CDK5/p35 (human) kinase inhibition | AID 488839 | Recombinant CDK5/p35, ADP-Glo luminescence, 60 min | Q00535+Q15078 | inhibition, % at 10 µM | actives 0.01% (n = 330,000);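 active means highest replicate inhibition of at least 50% and at least 75% of replicates reaching 50%; inconclusive means only one of the two criteria met; inactive means both criteria failed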;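 further: plate controls were DMSO neutral control for no effect and GW8510 at 10 µM for full effect; many of its hits are not listed in these tables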
Target sequence (Q00535 whole entry, looked up): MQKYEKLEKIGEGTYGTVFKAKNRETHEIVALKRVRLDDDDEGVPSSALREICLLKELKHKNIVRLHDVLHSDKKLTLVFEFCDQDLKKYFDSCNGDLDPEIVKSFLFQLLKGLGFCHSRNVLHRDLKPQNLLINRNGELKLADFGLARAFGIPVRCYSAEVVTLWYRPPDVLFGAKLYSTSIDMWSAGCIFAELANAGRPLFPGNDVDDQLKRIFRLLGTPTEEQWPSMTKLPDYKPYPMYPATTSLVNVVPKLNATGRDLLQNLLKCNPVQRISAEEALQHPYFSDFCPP
Target sequence (Q15078 whole entry, looked up): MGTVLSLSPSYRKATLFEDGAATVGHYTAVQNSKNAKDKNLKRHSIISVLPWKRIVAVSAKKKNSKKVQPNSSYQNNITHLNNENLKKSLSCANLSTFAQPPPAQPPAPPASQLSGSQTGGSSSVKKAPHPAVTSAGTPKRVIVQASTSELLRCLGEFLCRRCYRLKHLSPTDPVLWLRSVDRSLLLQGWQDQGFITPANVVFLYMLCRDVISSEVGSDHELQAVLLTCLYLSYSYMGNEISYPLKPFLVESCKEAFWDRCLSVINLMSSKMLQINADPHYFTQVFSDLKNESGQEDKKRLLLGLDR
HTR5A inv ag: counter-screen for OPRM1-OPRD1 inverse agonists: human HTR5A inverse agonism. P47898. HTR5A cell line, luminescence. inhibition, % at 9.3 µM. actives 0.083% (n = 340,000); in the data active means inhibition mostly above about 23%, no sharp cut-off; inactive means mostly below about 18%;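 further: 0% = cells with DMSO and 100% = no-cell wells with DMSO; some compounds called inactive have numbers as strong as hits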
AddAB inh: less growth of phage-infected E. coli with AddAB; inhibition, % at 11.9 µM; E. coli expressing H. pylori AddAB, absorbance growth; AID 435030; actives 0.29% (n = 330,000); in the data active means inhibition above about 12%;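 further: 0% = vehicle wells of infected cells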
PKA-R1A activ: activates the PKA-R1A holoenzyme complex. PKA-R1A dissociation, Cy5-IP20 fluorescence polarization; scaled: DMSO 0%, 113 µM cGMP 100%. activation, % at 11.4 µM. actives 0.083% (n = 340,000);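 active means percent activation above the mean of all tested compounds plus 3 SD, cut at about 19% in these data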;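 further: higher means more PKAc released from R1A so a rise in polarization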
phage Ecoli inh: E. coli growth loss with phage present. growth absorbance. inhibition, % at 11.9 µM. actives 0.26% (n = 360,000). AID 651602; in the data active means inhibition above about 11%
Tat transport: E. coli Tat transport inhibition; inhibition, % at 10 µM; actives 0.036% (n = 340,000); E. coli MC4100 TorA-mCherry Tat export, fluorescence;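 active means mean replicate inhibition at least 50% and at least half of replicates individually reaching 50%; inconclusive means only one of the two criteria met; inactive means neither criterion met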;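 further: exported cargo escapes ClpAP degradation while cytoplasmic cargo is degraded and loses fluorescence; 0% = median of neutral control wells and 100% = median of NaSCN control wells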
The depositor's hits bear a star; ? = inconclusive; · = no result given.

SMILES	SUMO Mot1 rescue	E coli growth	PKA-R2B act	HTR5A ag	DAGLB inh	CDK5 p35 inh	HTR5A inv ag	AddAB inh	PKA-R1A activ	phage Ecoli inh	Tat transport
O=S(=O)(NC1CCCCC1)c1cccs1	5	-2.1	-10	8	0	-2.0	-24	0.9	-15	-1.5	-3
O=S(=O)(c1cccs1)N1CCC2(CC1)OCCN2S(=O)(=O)c1ccccc1	2	0.5	-1	6	-1	0.1	-17	0.5	12	7.7	24
O=C(CN(CCc1ccccc1)C(=O)CNS(=O)(=O)c1ccc(F)cc1)NCc1ccco1	2	0.7	15	-3	0	0.6	9	2.6	-1	-3.0	6
COC(=O)c1ccccc1Sc1ncnc2onc(C)c12	-7	1.1	-2	-6	-2	0.2	14	2.0	-6	2.7	-3
CCN(CC)c1ccc(S(=O)(=O)N2CCOCC2)cc1NC(=O)COC(=O)/C=C/c1ccc(O)c(OC)c1	·	·	1	3	-4	-1.4	-1	·	-2	0.5	10
CC(Sc1nnc(-c2cccs2)n1C1CC1)C(=O)NCC1CCCO1 (stereo not given)	11	2.5	-6	3	1	-1.5	15	2.6	-6	-0.5	-10
Cc1ccc(N(C(=O)CNC(=O)c2ccco2)C(C(=O)NC2CCCCC2)c2cccnc2)cc1 (stereo not given)	-2	-0.8	-6	1	1	0.5	-3	1.3	3	1.5	-9
N#CCCN1CCN(C(=S)c2ccc(-c3cc(Cl)ccc3Cl)o2)CC1	32	0.5	-8	3	-2	-1.2	-9	2.2	-6	-0.6	10
COc1cccc(/C=N/NC(=O)CSCC(=O)Nc2ccccc2)c1O	4	-6.5	-6	-1	5	-0.8	1	-8.1	-4	-2.3	10
COC(=O)CC1C(=O)NCCN1C(=S)Nc1cccc(C)c1 (stereo not given)	-11	-0.3	-1	-2	1	-1.6	-11	2.1	6	2.9	4
CN1C(=O)CSC1=Nc1cccc(C(=O)O)c1	353	-3.4	1	0	-1	-0.7	0	1.9	-2	1.4	-10
CCOC(=O)c1ccc(NC(=O)c2ccc[n+]([O-])c2)cc1	-6	-0.1	4	6	-4	-0.4	-18	1.8	-5	1.0	-2
O=C(CSc1nc(C2CC2)nc2ccccc12)N1c2ccccc2Sc2ccc(C(F)(F)F)cc21	-21	1.8	-7	10	-9	-0.1	-9	1.6	5	3.1	-5
C/C=C/c1ccc(OCCCCOc2ccccc2F)c(OC)c1	-15	1.1	-2	0	-15	0.4	14	0.1	0	4.0	-9
CCN(CC)C(=O)Sc1cccc2cccnc12	5	1.7	2	2	1	1.4	-7	-2.3	-2	0.6	-2

Reformatted with bars between the fields: 3 of the compounds above
Compound | SUMO Mot1 rescue | E coli growth | PKA-R2B act | HTR5A ag | DAGLB inh | CDK5 p35 inh | HTR5A inv ag | AddAB inh | PKA-R1A activ | phage Ecoli inh | Tat transport
COC(=O)CC1C(=O)NCCN1C(=S)Nc1cccc(C)c1 (stereo not given) | -11 | -0.3 | -1 | -2 | 1 | -1.6 | -11 | 2.1 | 6 | 2.9 | 4
CN1C(=O)CSC1=Nc1cccc(C(=O)O)c1 | 353 | -3.4 | 1 | 0 | -1 | -0.7 | 0 | 1.9 | -2 | 1.4 | -10
CCOC(=O)c1ccc(NC(=O)c2ccc[n+]([O-])c2)cc1 | -6 | -0.1 | 4 | 6 | -4 | -0.4 | -18 | 1.8 | -5 | 1.0 | -2

Further compounds
SMILES	SUMO Mot1 rescue	E coli growth	PKA-R2B act	HTR5A ag	DAGLB inh	CDK5 p35 inh	HTR5A inv ag	AddAB inh	PKA-R1A activ	phage Ecoli inh	Tat transport
CC1CCN(c2ccc3c(c2)S(=O)(=O)c2cccc(C(=O)NCc4cccc(F)c4)c2C3=O)CC1	22	1.4	-1	13	-6	0.1	-35	-0.9	-7	0.8	-14
Cc1ccc(S(=O)(=O)N(C)c2ccc(C(=O)N3CCc4ccccc4C3)cc2)cc1	·	1.9	0	6	-4	-1.0	-7	0.0	-4	3.3	15
O=C(NCC1CCCO1)c1ccc(NC(=O)C2CCCCC2C(=O)O)cc1 (stereo not given)	1	1.4	-5	4	0	0.8	5	2.7	6	1.1	-1
CC1CCN(CC(O)COC2CCC(C(C)(C)C)CC2)CC1 (stereo not given)	85	1.4	2	3	0	-1.6	-17	0.7	10	3.7	-1
COc1cc(CNC(C)(C)C)ccc1OCC(=O)NC(C)(C)C	71	2.5	-12	-5	-1	0.6	12	1.1	-10	2.3	-5
COc1ccc(C(=O)CCc2nc3ccccc3s2)cc1	355*	-1.3	0	0	-4	0.7	-13	2.3	-6	2.3	2
O=C(Cc1ccccc1)N/N=C/c1cccc([N+](=O)[O-])c1	-8	-1.0	-1	-2	0	0.5	6	0.8	-9	4.9	-6
Cc1ccc(NC(=O)CSCC(=O)N(CCC(C)C)c2c(N)n(Cc3ccccc3)c(=O)[nH]c2=O)cc1	·	·	-10	5	4	-1.7	3	·	-4	1.3	10
CCn1c(SC(C)C(=O)Nc2ccc(N3CCOCC3)cc2)nnc1C1CC1 (stereo not given)	6	-1.9	17	0	1	0.9	-5	-0.1	0	3.1	-1
NC(N)=Nc1ccc(C=C2C=Cc3ccccc32)cc1	·	·	-17	2	1	1.2	-8	·	5	3.8	19
FC(F)(F)c1cnc(Oc2ccccc2-c2nnc(-c3ccc(Cl)cc3)o2)c(Cl)c1	142	0.1	5	3	-3	-1.2	2	2.4	-6	0.6	-2
COC(=O)NNC(=O)C12CC3CC(CC(C3)C1)C2	2	2.4	-13	1	-2	0.2	-21	2.9	1	4.2	8
CCOC(=O)CC1=NN(c2ccccc2)C(=O)C1=c1sc(=C2SC(C)=C(C)N2CC)c(=O)n1CC	·	·	-1	5	2	-0.5	-13	·	3	1.3	0
CCN(c1ccccc1)S(=O)(=O)c1cc(NC(=O)Nc2ccccc2C#N)ccc1Cl	12	0.2	-9	-1	0	0.8	1	1.4	-1	1.2	-5
COc1cc(C(=O)NCCC(=O)NC2CCCCC2)cc(OC)c1OC	-19	0.8	-4	-1	-2	-0.3	4	1.8	1	-0.6	-4
Cc1cn(CC(=O)NCc2ccc(N(C)C)cc2)c(=O)[nH]c1=O	·	·	-1	2	-2	2.4	-7	·	-3	1.9	-11
CC(C)(C)C1CCc2c(sc3nc(SCC(=O)O)nc(N)c23)C1 (stereo not given)	-4	0.7	11	0	3	0.0	1	0.5	-3	1.7	-3
CCCc1cc(=O)oc2cc(OCC(=O)NCCc3c[nH]c4ccc(OC)cc34)ccc12	113	-0.7	4	4	3	-0.9	-7	2.7	-6	2.6	-1
Cc1cccc(C)c1NC(=O)CSc1nnc([C@@H]2CCCN2C(=O)OC(C)(C)C)o1	-21	-0.2	1	-2	1	-2.5	-15	-2.1	-7	1.1	2
CC(=O)Nc1cc2c3c(c1)CCN3C(=O)CC2	-7	3.0	3	1	-4	-0.4	3	3.9	2	-0.9	3
O=C(Nc1cccnc1)c1ccc(N2CCOCC2)c([N+](=O)[O-])c1	-9	·	0	-4	-1	1.1	15	·	-2	-1.0	3
CC1(C)CC(=NO)CC(C)(C)N1	-5	2.9	-5	-2	1	1.0	11	3.1	12	-2.6	-13
COc1ccc(N2C(=O)CSC23C(=O)N(CC(=O)NC2CCCC2)c2ccccc23)cc1 (stereo not given)	7	-2.8	6	-2	2	-1.1	-7	2.5	3	0.1	-4
Cc1ccc(C)c(NC(=S)NNC(=O)c2csc3c2CCC(C)C3)c1 (stereo not given)	96	0.6	5	-1	0	4.0	-18	-1.1	-5	0.6	-1
O=C1CSC(=S)N1c1cccc(Br)c1	82	-3.1	-3	1	-2	0.4	-4	0.8	7	2.8	-26
CN(CC/C=C1/c2ccccc2CSc2ccccc21)CCCO	-11	-1.6	5	4	0	1.0	23	5.1	13	0.9	-5
Cc1ccc(S(=O)(=O)N2CCN(C(=O)CN3C(=O)c4ccc([N+](=O)[O-])cc4C3=O)CC2)c(C)c1	15	-0.6	-6	-8	1	0.9	10	-1.4	2	1.2	-4
C=CCNC(=O)c1onc(CSc2ccc(C)c(C)c2)c1C(=O)O	-1	-1.2	-3	7	3	-2.1	-20	1.1	-3	1.3	4
CCCCOC(=O)C1=C(C)NC2=C(C(=O)CCC2)C1c1cc(OC)ccc1OC (stereo not given)	-13	-0.9	3	5	-1	-1.2	-1	-0.7	-8	3.7	0
Cc1cnccc1CN(C)Cc1nc(Cc2ccccc2Cl)no1	-8	-2.2	2	3	-10	-0.7	-2	1.5	17	2.8	4
O=C(Cn1nnc(-c2ccccc2)n1)N/N=C/c1cccc([N+](=O)[O-])c1O	15	2.2	·	·	·	0.3	·	2.6	·	3.3	?
O=C(Cn1cnc2c(cnn2-c2ccccc2)c1=O)N1CCN(c2ccc(F)cc2)CC1	-8	3.8	-12	5	-2	-0.1	22	2.5	-2	2.4	-1
COc1ccccc1CNS(=O)(=O)c1ccc2c(c1)NC(=O)CS2	5	0.3	-9	-4	-2	-0.5	3	1.1	-1	4.6	13
CCn1cc(/C=C/C(=O)Nc2ccc(C)cc2Br)cn1	35	-2.3	-6	3	-1	1.4	12	0.2	2	1.0	-11
CCN=C1NN=C(c2c[nH]c3ccccc23)CS1	-15	-1.7	-3	-1	0	0.8	2	3.1	-7	3.5	3
Cc1cc(O)c(C(C)C)cc1N=C1CSC(=O)N1	-9	-0.5	4	1	4	0.2	5	2.1	-8	2.1	-6
CCc1nnc(NC(=O)COC(=O)CN2C(=O)c3ccccc3C2=O)s1	0	2.7	2	2	-5	0.7	-12	1.6	-11	1.5	0
Cc1ccccc1CN(C)Cc1cc(=O)oc2c(C)c(C)ccc12	10	0.2	-14	4	-14	0.0	-12	4.2	-9	1.4	10
CCc1sc(N(C(=O)Cc2ccccc2)c2ccccc2F)nc1-c1ccc(C)cc1	22	2.0	-12	8	-2	-1.0	-14	0.1	-12	4.9	3
O=C(O)c1ccccc1C(=O)NC1CCCCNC1=O (stereo not given)	76	-4.5	7	-1	0	-2.6	4	-2.8	-6	2.9	-9
CC1CCc2nn(CC(=O)NCCCN3CCCCC3)cc2C1 (stereo not given)	84	2.1	0	-6	0	1.0	16	3.8	-3	3.5	3
COc1ccc(OC)c(S(=O)(=O)N2CCC(C(=O)Nc3ccccc3)CC2)c1	13	1.8	-1	0	0	1.0	-11	2.0	-11	2.3	0
COCCN(C(=O)c1ccc(C)o1)c1c(N)n(CC(C)C)c(=O)[nH]c1=O	-7	1.4	-4	1	-1	0.2	8	0.5	-8	5.6	-3
COc1ccc(N2CCN(C(=O)c3cn(C)c4ccc(S(=O)(=O)N5CCOCC5)cc4c3=O)CC2)cc1	-15	2.2	3	4	0	0.7	-17	4.2	0	1.2	-2
CC1CC1C(=O)Nc1nc(-c2ccc(Cl)s2)cs1 (stereo not given)	142	1.4	-8	3	-5	7.9	-7	2.8	-9	10	3
CN1CCN(S(=O)(=O)c2ccc(Br)c3ccccc23)CC1	-6	-1.5	6	11*	-2	0.5	-41	1.3	5	0.4	-7
CC(=O)NC(C(=O)c1ccccc1)N1CCCCC1 (stereo not given)	8	0.6	-6	3	-1	0.1	-10	1.2	-3	2.7	18
O=C(O)CCCSc1nccn1-c1ccccc1	0	-1.9	-1	0	-2	-4.2	1	0.6	-10	5.5	2
